HTR5A inv ctr: HTR5A inverse agonism, opioid heterodimer counter-screen; P47898; HTR5A cell line, luminescence; inhibition, % at 9.3 µM; actives 0.083% (n = 340,000); AID 504634; in the data active = inhibition mostly above about 23%, no sharp cut-off; inactive = mostly below about 18%;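 also: 0% = cells with DMSO and 100% = no-cell wells with DMSO; some compounds called inactive have numbers as strong as hits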
HTR5A ag: HTR5A agonism, opioid heterodimer counter-screen. P47898. HTR5A agonist assay, luminescence, cell-based. activation, % at 9.3 µM. actives 0.61% (n = 340,000). AID 504692; in the data active = activation mostly above about 9.5%, no sharp cut-off; inactive = mostly below about 7.6%;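 also: 0% = cells with vehicle only and 100% = reference agonist; strong numbers were not always called active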
Tat export inh: E. coli Tat transport inhibition | AID 488895 | E. coli MC4100 TorA-mCherry Tat export, fluorescence | actives 0.036% (n = 340,000) | inhibition, % at 10 µM;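 active = mean replicate inhibition at least 50% and at least half of replicates individually reaching 50%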;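 also: exported cargo escapes ClpAP degradation while cytoplasmic cargo is degraded and loses fluorescence; 0% = median of neutral control wells and 100% = median of NaSCN control wells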
CDK5 inh: inhibitors of human CDK5/p35 kinase | AID 488839 | actives 0.01% (n = 330,000) | Recombinant CDK5/p35, ADP-Glo luminescence, 60 min | Q00535+Q15078 | inhibition, % at 10 µM;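 active = highest replicate inhibition of at least 50% and at least 75% of replicates reaching 50%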;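 also: plate controls were DMSO neutral control for no effect and GW8510 at 10 µM for full effect; many of its hits are not listed in these tables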
Target sequence (Q00535 whole entry, looked up): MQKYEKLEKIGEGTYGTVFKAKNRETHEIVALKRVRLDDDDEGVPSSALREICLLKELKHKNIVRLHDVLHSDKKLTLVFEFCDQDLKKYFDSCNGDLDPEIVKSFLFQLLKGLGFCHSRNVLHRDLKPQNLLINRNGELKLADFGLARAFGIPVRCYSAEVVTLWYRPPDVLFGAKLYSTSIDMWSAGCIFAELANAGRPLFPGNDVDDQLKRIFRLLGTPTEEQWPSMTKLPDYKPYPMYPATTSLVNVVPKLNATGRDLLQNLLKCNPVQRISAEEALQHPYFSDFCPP
Target sequence (Q15078 whole entry, looked up): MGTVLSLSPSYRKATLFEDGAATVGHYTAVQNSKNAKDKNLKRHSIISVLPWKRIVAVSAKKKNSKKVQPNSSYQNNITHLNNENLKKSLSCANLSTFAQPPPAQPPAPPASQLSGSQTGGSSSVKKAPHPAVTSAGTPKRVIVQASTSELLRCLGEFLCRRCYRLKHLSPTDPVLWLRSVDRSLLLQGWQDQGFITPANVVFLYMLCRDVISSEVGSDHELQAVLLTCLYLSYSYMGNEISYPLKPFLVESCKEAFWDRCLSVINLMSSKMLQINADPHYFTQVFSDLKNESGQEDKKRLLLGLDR
SUMO Mot1 rescue: inhibitors of SUMOylation pathway: yeast Mot1-301 growth rescue | S. cerevisiae Mot1-301 growth rescue, ATP luminescence, 38.5C; percent above DMSO median, 100 means doubled | growth rescue, % at 18.8 µM | actives 1% (n = 320,000) | AID 2716;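 active = every valid replicate shows activation above 250% relative to neutral control wells; inactive = the rest, any valid replicate at or below 250%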;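 also: OY570 slx delta 5 strain wells were the positive control but not used for scaling; some compounds called inactive have numbers as strong as hits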
E coli growth: bacterial growth inhibition, counter-screen for AddAB inhibitors | E. coli V3065 growth, OD600 absorbance, 18 h | inhibition, % at 11.9 µM | actives 0.27% (n = 330,000) | AID 449728;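 active = inhibition above the campaign's mean inhibition across all tested compounds plus 3 SD, cut at about 9.9% in these data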;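 also: uninfected addAB+ strain grown without phage in ampicillin broth; 0% = DMSO wells and 100% = ciprofloxacin 0.95 µg/ml wells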
phage Ecoli inh: E. coli growth loss with phage present; growth absorbance; inhibition, % at 11.9 µM; actives 0.26% (n = 360,000); in the data active = inhibition above about 11%
PKA-R2B act: activates the human PKA-R2B holoenzyme complex; P22694+P31323; PKA-R2B holoenzyme dissociation, Cy5-IP20 fluorescence polarization; R2B truncated from residue 108, S112A mutant; 0% DMSO only, 100% 113 µM cGMP; activation, % at 11.4 µM; actives 0.079% (n = 340,000); AID 504700;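 active = activation above a cutoff set at the mean over all compounds plus 3 SD, cut at about 18% in these data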;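 also: higher means more holoenzyme dissociation and a rise in polarization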
Target sequence (P31323 whole entry, looked up, other chains not shown, the tested form may be a part): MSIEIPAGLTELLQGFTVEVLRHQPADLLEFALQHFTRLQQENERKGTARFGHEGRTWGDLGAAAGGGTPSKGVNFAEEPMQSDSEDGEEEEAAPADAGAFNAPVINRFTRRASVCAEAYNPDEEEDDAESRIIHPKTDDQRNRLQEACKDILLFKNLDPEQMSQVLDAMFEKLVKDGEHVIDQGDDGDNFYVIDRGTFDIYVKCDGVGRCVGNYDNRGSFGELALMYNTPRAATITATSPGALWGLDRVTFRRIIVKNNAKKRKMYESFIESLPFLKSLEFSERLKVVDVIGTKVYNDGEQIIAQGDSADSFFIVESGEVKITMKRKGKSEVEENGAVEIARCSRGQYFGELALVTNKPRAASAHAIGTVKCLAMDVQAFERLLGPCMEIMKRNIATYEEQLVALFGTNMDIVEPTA
DAGLB inh: blocks human DAGLB lipase activity | HEK293T DAGLB membrane lysate, EnzChek fluorogenic substrate | actives 0.059% (n = 340,000) | Q8NCG7 | inhibition, % at 5.17 µM; in the data active = inhibition above about 34%;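 also: 0% = enzyme with vehicle and 100% = wells lacking enzyme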
PKA-R1A act: activators of PKA-R1A complex | P00514+P68181 | PKA-R1A dissociation, Cy5-IP20 fluorescence polarization; scaled: DMSO 0%, 113 µM cGMP 100% | activation, % at 11.4 µM | actives 0.083% (n = 340,000) | AID 504707;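 active = percent activation above the mean of all tested compounds plus 3 SD, cut at about 19% in these data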;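 also: higher means more PKAc released from R1A so a rise in polarization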
AddAB inh: less growth of phage-infected E. coli with AddAB | E. coli expressing H. pylori AddAB, absorbance growth | inhibition, % at 11.9 µM | actives 0.29% (n = 330,000) | AID 435030; in the data active = inhibition above about 12%;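 also: 0% = vehicle wells of infected cells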
* marks the source's active call; other numbers are inactive results; i = inactive; x = not tested or not shown. Not a hit list, and some 2.3% of all compounds hit somewhere here.

Order of values – HTR5A inv ctr	HTR5A ag	Tat export inh	CDK5 inh	SUMO Mot1 rescue	E coli growth	phage Ecoli inh	PKA-R2B act	DAGLB inh	PKA-R1A act	AddAB inh
CCCOc1ccc(C(=O)Nc2cc(-c3nn4c(C)nnc4s3)ccc2C)cc1
 : 15	-5	-10	-0.3	224	-0.2	1.1	-2	5	3	1.6
Cc1cccc(C)c1-n1nnnc1-c1cnccc1C(F)(F)F
 : 8	1	-6	-0.5	6	-0.2	-0.8	-12	-6	-2	2.8
CCc1nnc(NC(=O)c2ccc(N3C(=O)CCC3=O)cc2)s1
 : -3	1	0	0.4	29	-3.2	2.0	-3	0	-17	-1.7
CCNC(=S)N(CCCN(CC)CC)Cc1cc2cc3c(cc2[nH]c1=O)OCO3
 : -16	6	1	0.5	2	-2.6	-1.9	-1	-2	-5	0.1
COc1ccc(/C=N/NC2=NS(=O)(=O)c3ccccc32)cc1OC
 : 21	-6	0	-2.6	-16	1.0	0.9	0	0	4	-1.5
COc1ccc(NC(=O)CNC(=O)c2nn(-c3ccc(OC)cc3OC)c(=O)c3ccccc23)c(OC)c1
 : -3	1	-1	-2.0	49	-0.8	0.1	1	1	7	1.7
CCO[C@@H]1OC(C(N)=O)=C[C@H](c2ccc(C(F)(F)F)cc2)[C@H]1CCCO
 : 5	-2	-1	-1.0	139	-0.6	1.8	8	3	-2	-0.3
CC(NC(=O)C(=O)N1CCCCC1)C(c1cccs1)N1CCN(c2ccccc2)CC1 (stereo unspecified)
 : 1	0	4	2.1	14	0.3	-0.2	3	0	5	4.5
O=C(O)c1ccc(Cl)c(S(=O)(=O)N(Cc2ccccc2)c2ccc(F)cc2)c1
 : 19	-5	1	0.8	50	-1.3	0.7	-9	7	-4	0.2
CCc1ccc(N2C(=O)CC(N3CCN(c4ccccn4)CC3)C2=O)cc1 (stereo unspecified)
 : 0	2	5	-1.2	110	-0.7	0.7	0	4	-8	1.5
Oc1c(C(Nc2ccccn2)c2cccnc2)cc(Cl)c2cccnc12 (stereo unspecified)
 : 54*	-26	2	3.1	3	10*	18*	-2	8	6	12
COc1ccc(-n2c(-c3cc(-c4ccccc4)sc3N)n[nH]c2=S)cc1
 : -7	6	-6	-1.3	5	2.5	0.7	-14	2	-9	2.2
COc1ccc(NC(=O)c2cccnc2N2CCCCC2)cc1
 : -35	13	-2	-2.0	x	0.2	2.0	-2	1	-4	1.0
Cn1nnnc1SCC(=O)N1CCCCC1
 : -24	8	5	1.3	-28	1.8	1.4	-4	4	5	4.2
COCC(C)N=C1NN=C(c2cccs2)C(CC(=O)O)S1 (stereo unspecified)
 : 10	1	25	-2.0	-2	-0.6	2.5	-5	3	-15	1.1
COc1cccc(CN(C)C(=O)CSCC(=O)Nc2ccc(C)cc2)c1OC
 : -7	3	-5	0.2	-4	3.2	3.6	-13	-3	1	-0.5
COCCN(C(=O)C1=COCCO1)c1c(N)n(CC(C)C)c(=O)[nH]c1=O
 : 1	-3	-5	0.5	-5	0.7	6.7	2	1	-7	0.8
COc1ccccc1C(=O)Nc1cccc(NC(C)=O)c1
 : -16	4	-4	-2.7	60	4.4	4.5	4	1	4	1.7
CCc1ccccc1NC(=O)C1CCCN1C(=O)NCc1ccccc1 (stereo unspecified)
 : -22	8	3	-4.2	-26	-2.6	0.9	2	1	0	5.8
CC(=O)N1CCOc2ccc(S(=O)(=O)N3CCN(c4cccc(C(F)(F)F)c4)CC3)cc21
 : 1	0	-3	1.4	4	-0.4	0.1	-4	-1	-11	1.9

Reprinted from the results shown (2 entries):
Order of values – HTR5A inv ctr	HTR5A ag	Tat export inh	CDK5 inh	SUMO Mot1 rescue	E coli growth	phage Ecoli inh	PKA-R2B act	DAGLB inh	PKA-R1A act	AddAB inh
CCc1ccccc1NC(=O)C1CCCN1C(=O)NCc1ccccc1 (stereo unspecified)
 : -22	8	3	-4.2	-26	-2.6	0.9	2	1	0	5.8
CC(=O)N1CCOc2ccc(S(=O)(=O)N3CCN(c4cccc(C(F)(F)F)c4)CC3)cc21
 : 1	0	-3	1.4	4	-0.4	0.1	-4	-1	-11	1.9

Later entries:
Order of values – HTR5A inv ctr	HTR5A ag	Tat export inh	CDK5 inh	SUMO Mot1 rescue	E coli growth	phage Ecoli inh	PKA-R2B act	DAGLB inh	PKA-R1A act	AddAB inh
COC(=O)c1cc(C(=O)OC)n(Cc2ccc(F)cc2)c1C
 : 0	0	-5	-1.1	-25	2.4	0.6	-6	-5	3	1.1
O=C(OCc1nc2ccccc2s1)c1cccs1
 : 7	4	8	0.3	4	2.0	2.0	-3	-1	-12	1.6
COc1ccc(C(C(=O)NC2CCCC2)N(Cc2cccnc2)C(=O)c2snc(C(N)=O)c2N)cc1 (stereo unspecified)
 : -15	6	-9	-0.5	28	-1.4	1.2	4	0	3	1.7
CCCCCCC(C)OC(=O)c1ccccc1C(=O)O (stereo unspecified)
 : -3	1	9	0.5	2	0.7	1.8	-9	2	-15	2.9
O=C(NNC(=O)C1CC(c2cccnc2)=NO1)Nc1cccc(F)c1 (stereo unspecified)
 : 25	-10	7	1.7	i	-2.2	0.6	9	-1	5	1.0
C/C(CC(=O)NC1C2CC3CC(C2)CC1C3)=N\NC(=O)Cc1cccs1 (stereo unspecified)
 : -16	-2	-2	-2.9	-3	-1.3	1.9	-9	-2	-2	0.5
COC(=O)c1c(Cc2ccccc2Cl)c[nH]c1C
 : -5	2	-7	-0.4	5	0.9	0.6	-9	-1	0	1.5
COc1cc(CC(=O)N2CCc3ccccc32)cc(OC)c1OC
 : 4	-1	-8	-2.4	247	1.5	3.8	0	0	1	0.5
COc1cc(/C=N/NC(=O)c2sc3ccccc3c2Cl)ccc1OC(=O)c1ccc([N+](=O)[O-])cc1
 : 21	2	-13	-1.1	6	1.6	3.0	5	1	0	0.6
O=C1CCCc2c1cc(-c1ccccc1)n2-c1ccccc1
 : -19	-1	13	-0.7	-13	-1.9	3.4	3	-1	3	0.4
C[C@@]12CCC3[C@@](CCC4[C@@]3(C)CCC[C@@]4(C)C(=O)N3CCOCC3)(CC1=O)C2 (stereo partly specified)
 : 15	2	-9	-1.1	141	0.5	0.7	10	-7	0	5.1
O=C(N/N=C/c1ccc(F)cc1)c1ccccc1
 : 12	3	-1	0.1	6	3.5	1.6	11	1	-5	2.5
CC(=O)c1c(C)n([O-])c2cc(F)c(F)cc2[n+]1=O
 : -13	-4	29	1.0	3	53*	22*	-6	-1	2	63*
COc1ccc(CNC(=O)CN(C(=O)c2csnn2)c2ccc(C(C)=O)cc2)cc1
 : -2	2	-1	-0.1	-1	-0.8	0.3	-1	-1	-3	-1.1
Cc1cccc(-n2cnc3c(c2=O)c2nc4ccccc4nc2n3Cc2ccco2)c1
 : 2	3	-7	-0.8	33	-3.3	-10	-6	1	-7	1.5
CC(C)CC(=O)Nc1ccc(C(=O)NNC(=S)NC(=O)C2CCCCC2)cc1
 : 21	3	-6	0.8	51	-4.3	-2.9	-2	4	3	-3.5
COc1ccc(C(=O)/C=C2\NCC3c4ccccc4CCN3C2=O)cc1 (stereo unspecified)
 : 22	3	9	-0.5	0	-1.4	1.8	6	-1	-9	-0.8
CC(C)OCCCNC(=O)CN1C(=O)c2cccc3cccc1c23
 : -42	4	10	0.8	0	-3.2	0.3	-5	-9	6	1.3
COc1cc2ccc(=O)oc2c(CC=C(C)C)c1OC
 : 20	5	-1	-0.4	1	-1.0	1.6	-12	-2	4	4.2
CCCCNc1cc(C)nc(NCc2ccccc2)n1
 : -36	15	-1	-0.4	-1	2.5	x	-5	0	-13	3.5
CN(C)c1ccc(NC(=S)NCC2CCCO2)cc1 (stereo unspecified)
 : 3	-1	-7	0.4	8	-5.2	0.7	-1	-3	10	-1.5
COc1ccc(CCNC(=O)CSc2nncs2)cc1
 : -1	3	-7	0.8	54	2.9	2.4	-6	-2	-3	3.3
Cc1cc(C)n2nc(C(=O)OCC(=O)N3CCC3)nc2n1
 : -25	9	-2	-1.1	386	0.5	5.9	-13	0	-7	2.1
CCOc1ccc2ccccc2c1C(=O)N1CCOCC1
 : -9	3	-2	0.9	7	-1.0	-0.1	-2	-2	6	0.8
O=C(CCC1CCCN(C(=O)COc2ccccc2)C1)N1CCN(c2ccccn2)CC1 (stereo unspecified)
 : 9	2	-3	1.0	27	0.7	3.7	6	-2	-1	0.8
Cc1ccc(S(=O)(=O)NC2(C(=O)O)CCCC2)cc1
 : 8	-2	0	-1.4	x	x	3.0	-7	0	-8	x
O=C(Nc1nc(-c2ccccc2)cs1)NC1CCCCC1
 : 2	1	1	1.6	4	0.9	4.5	-1	-1	4	4.7
Cc1ccc(CN2CCNC(=O)C2CC(=O)NC2CCCCCC2)o1 (stereo unspecified)
 : 3	-1	4	-1.6	347*	0.4	4.0	3	2	-6	1.4
COc1cc(Nc2ccc(S(=O)(=O)N3CCN(C)CC3)cc2[N+](=O)[O-])cc(OC)c1
 : 7	-2	11	0.6	-10	1.3	1.3	14	11	-6	0.7
CCCCCCSc1nc2c(c(=O)[nH]c(=O)n2C)n1C
 : -2	1	-1	0.5	118	1.5	2.1	3	4	-17	0.9
COc1ccc(S(=O)(=O)Nc2ccccc2C(F)(F)F)cc1
 : -21	7	7	1.2	10	2.0	2.4	-4	0	5	0.2
O=C(NCc1ccc2c(c1)OCO2)C1CCC(CNS(=O)(=O)c2cccc3nsnc23)CC1 (stereo unspecified)
 : -21	7	0	-0.1	0	-2.9	-0.8	4	-5	7	-0.3
C=CCc1ccccc1OCC(O)CN1CCN(c2ccc(OC)cc2)CC1 (stereo unspecified)
 : 4	-2	5	0.4	-9	-2.2	-0.8	0	1	11	0.5
COc1ccc(NC(=O)c2cc3n(n2)C(C(F)(F)F)CC(c2ccco2)N3)cc1 (stereo unspecified)
 : -16	6	-11	3.2	x	0.1	3.9	9	-3	2	-0.8
N#CCCN(C(=O)Nc1ccc(Cl)cc1)c1ccccc1
 : 11	9	-2	-1.0	-2	-0.1	4.2	-5	-2	-3	2.6
CCOC(=O)C1=C(C)N(C)C(=S)NC1c1c(OCC)ccc2ccccc12 (stereo unspecified)
 : 4	-1	-4	1.0	-1	1.2	2.6	-1	0	1	2.5
Cc1ccccc1N1CC(C(=O)Nc2nnc(SCc3ccccn3)s2)CC1=O (stereo unspecified)
 : -14	4	-6	2.3	10	-1.5	-2.9	-8	5	-5	0.4
Cc1sc2ncnc(SC(C)C#N)c2c1C (stereo unspecified)
 : -5	2	4	-1.8	-9	-1.7	2.5	6	-6	-9	1.1
COc1ccccc1CNC(=O)Cn1nc(C(F)(F)F)cc1C
 : -1	0	-5	-0.4	2	0.0	2.4	3	-4	-3	0.5
Cc1nn(Cc2ccccc2)c(C)c1CNC(=O)[C@H](C)N=C1NS(=O)(=O)c2ccccc21
 : 3	1	7	1.1	0	-1.0	0.6	1	1	9	1.3
COc1cccc(-c2cc(C(F)(F)F)n3nc(C(=O)Nc4c(C)n(C)n(-c5ccccc5)c4=O)cc3n2)c1
 : -18	6	-2	0.6	40	2.3	-0.3	-7	0	2	4.6
COc1cc(NC(=O)CCCn2c(=O)oc3ccccc32)cc(OC)c1
 : 0	0	5	2.2	1	0.5	-0.8	-9	-2	9	-0.2

Screens: PubChem, several laboratories
